Compound activity: PubChem BioAssay, National Center for Advancing Translational Sciences (NCATS)
a7 integrin act – activates integrin-mediated alleviation for muscular dystrophy. alpha7betagal myoblasts, beta-gal FDG fluorescence, 48 h. Potency, µM (top dose mostly 38.3 µM), for the others: at the top dose activation, actives largely listed as activators. hit rate 0.064% among 350,000;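 also: potency is read from the fitted curve at half-maximal effect; 100% = response of the positive control SU9516; nearly all actives have a fitted effect of over 60% in size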
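alpha7betagal+/- myoblasts (passage 13, 250/well) treated 48 h at 37C with compounds at 1:260 dilution of DMSO stock. Lysed, then beta-galactosidase activity read as FDG fluorescence (ex 480/em 540) after 30 min, with pre-read for autofluorescence.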
ELG1 repair inh – ELG1-dependent DNA repair inhibition; HEK293T ELG1-luciferase reporter, luminescence, 16 h; DNA damage induced by 5-fluorouridine; Potency, µM (titrated, usually from 46.1 µM), without a hit: top-dose activity change, negative = inhibition, usual class: inhibitors; hit rate 2.3% among 330,000; AID 504467; also: potency is read from the fitted curve at half-maximal effect; % is scaled to controls: 0 for no effect and ±100 for the full control effect; nearly all actives have a fitted effect of over 55% in size
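Cells (2,000 per well) received 5-fluorouridine plus test compound or DMSO and were incubated 16 hr at 37 °C, 5% CO2. Luciferase activity was read by luminescence 30 min after ONE-Glo addition; signal suppression marked inhibition of damage-induced ELG1 function.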
MLL CXXC-DNA inh – MLL CXXC-DNA interaction inhibition | Potency, µM (highest dose often 115 µM), for the others: top-dose activity change, negative = inhibition, hits mostly inhibitors | MLL-CXXC / FITC-HOXA9 DNA fluorescence polarization | hit rate 0.037% among 290,000 | Q03164 | AID 2662; active = well fitted inhibition curve with a large enough effect in the polarisation, with a control signal flat, not every such curve was filed as active; inconclusive = small, poorly fitted or top-dose-only effect, or effect the other way, or a change in a side signal; inactive = no such curve, though single readings can be large or run the other way; the % refers to the polarisation; also: potency is read from the fitted curve at half-maximal effect
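Fluorescence polarization: 7 uM MLL-CXXC (stock) preincubated 5 min with compounds, then 50 nM fluorescein-HOX-A9 DNA (stock) added; 30 min ambient. Buffer 50 mM Tris-HCl pH 7.5, 50 mM NaCl, 1 mM DTT, 0.05% BSA.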
BRCA1 expr act – activators of BRCA1 expression | MCF7-BRCA1-FFLuc reporter, luminescence, 48 h; response scale: scaled: vehicle 0%, 10 µM genistein 100% | Potency, µM (top dose mostly 46.1 µM), inactives show at the highest dose activation, most hits filed as activators | hit rate 1.1% among 380,000; also: potency is read from the fitted curve at half-maximal effect; nearly all actives have a fitted effect of over 80% in size; some results filed as inactive show a strong effect at the top dose
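MCF7-BRCA1-FFLuc cells, 2000/well in phenol-red-free MEM, attached 2 h then treated 48 h at 37 C. Luciferase luminescence read 15 min after reagent; normalized to genistein maximum activation (10microM) and DMSO, concentration-response fitted.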
TCR act – activators of T cell receptors | Potency, µM (series often up to 9.22 µM), for the others: top-dose activation of IL-2 secretion, actives largely listed as activators | 330,000 tested, under 10 active | primary human leukocytes, anti-CD3, IL-2 HTRF, 48 h; also: % of control where 0% means no effect
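Primary human leukocytes were stimulated with a-CD3 beads plus compounds for 48 hr without co-stimulation; secreted IL-2 was quantified by HTRF using a-IL-2-K (europium cryptate) and a-IL-2-d2, excited at 320nm with acceptor emission read at 665nm.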
B2AR arrestin – agonists driving beta-arrestin recruitment to human beta2-adrenergic receptor; P07550; beta-arrestin recruitment to beta2AR, cell-based reporter; Potency, µM (highest dose often 46.1 µM), without a hit: at the top dose activation, most hits filed as activators; hit rate 0.02% among 330,000; AID 492947;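 also: potency is read from the fitted curve at half-maximal effect; 0% = DMSO controls and full agonism = EC100 isoproterenol or metaproterenol; nearly all actives have a fitted effect of over 65% in size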
PTAP TSG101 blk – blocks PTAP/TSG101 interaction to inhibit HIV-1 budding; AID 493005; Fluorescence polarization, FITC-PTAP peptide / Tsg101 binding; 340,000 tested, under 10 active; Potency, µM (top dose mostly 115 µM), without a hit: at the top dose activity change, negative = inhibition, usual class: inhibitors; Q99816; active = well fitted inhibition curve with a large enough effect in the main read-out, with a control signal flat, not every such curve was filed as active; inconclusive = small, poorly fitted or top-dose-only effect, or effect the other way, or a change in a side signal; inactive = no such curve, though single readings can be large or run the other way; also: potency is read from the fitted curve at half-maximal effect; % of control where 0% means no effect
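Fluorescence polarization binding of Tsg101 binding domain (10 uM final) to FITC-labeled PTAP peptide (50 nM final) in HEPES pH 7.5 buffer with NaCl, Tween 20, EDTA, TCEP. Compounds added before peptide; binding 20 min at RT.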
TRPV1 agonist – agonists of human vanilloid receptor 1 (TRPV1); Q8NER1; TRPV1-expressing cells, Fluo-8 calcium influx, agonist mode; activation, % at 8.33 µM; hit rate 0.19% among 320,000; AID 540275; in the data active = activation above about 80%; inconclusive = between about 30% and that limit; also: 0% is about no effect
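TRPV1-expressing cells were cultured overnight at 35.5C and loaded with Fluo-8 calcium dye for 40 to 90 min at room temperature. After a 10 s baseline, compound was added and calcium influx was read kinetically for 3 min (ex 480/em 520 nm).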
p53 reactivator – mutant p53 re-activation in reporter cells | AID 504706 | Potency, µM (doses to about 92.2 µM), inactives show at the top dose activity change, positive = activation, usual class: activators | H1299 p53-A138V BP100-luciferase reporter, luminescence, 24 h | hit rate 0.063% among 320,000; also: potency is read from the fitted curve at half-maximal effect; % of control where 0% means no effect; nearly all actives have a fitted effect of over 45% in size
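p53-null H1299 cells stably carrying temperature-sensitive p53-A138V and a BP100-luciferase reporter were pinned with compounds (4-point, 1:5 series) and held 24 hrs at 37 deg C. Luminescence was read 10 min after detection reagent.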
AT treatment – potential ataxia-telangiectasia treatment; hit rate 0.19% among 320,000; […] A-T fibroblasts, KAP-1 phosphorylation AlphaLISA; neocarzinostatin DNA damage 30 min before lysis; Potency, µM (top dose mostly 57.5 µM), without a hit: top-dose activation, actives largely listed as activators; also: potency is read from the fitted curve at half-maximal effect; % of control where 0% means no effect; nearly all actives have a fitted effect of over 45% in size
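ATM-like activity read as KAP-1 phosphorylation via AlphaLISA donor/acceptor antibody pairs after lysis and 6 hr at 25C. Cells were ATM-null patient fibroblasts ([…], hTERT), dosed 60 min, then exposed to the DSB inducer NCS for 30 min.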
* marks the source's active call; other numbers are inactive results; ? = inconclusive; · = no result given; [ ] = remark or other dose. Unless noted, calls follow the shape of the dose curve; as a rule, active = well fitted curve in the direction sought with a large enough effect; inconclusive = small, poorly fitted or top-dose-only effect, or another doubt; inactive = no such curve, though single readings can be large; an effect the other way counts as inactive or inconclusive. This is a random part of the collection. About 3.8% of those tested had a hit in this group.

1	COc1ccc(/C=N/n2cnc3c(sc(=S)n3-c3ccccc3)c2=O)cc1
2	CC(=O)NCc1ccc(-c2csc(NC(=O)CCCc3nc4ccccc4c(=O)[nH]3)n2)cc1
3	Cc1cccc(N2CC(=O)N(c3cccc(C)c3)CC2=O)c1
4	O=C(NCC(=O)N1CCN(S(=O)(=O)c2c(F)cccc2F)CC1)c1ccccc1F
5	C=C1CSc2nc(=O)c3c(C)c(C)sc3n21
Assay by compound	1	2	3	4	5
PTAP TSG101 blk	1%	-4%	-4%	0%	-5%
AT treatment	11%	0%	-1%	0%	-3%
p53 reactivator	-1%	24%	1%	0%	-7%
B2AR arrestin	0.4%	-0.1%	0.8%	0.0%	-0.4%
BRCA1 expr act	-16%	-10%	1%	-1%	4%
MLL CXXC-DNA inh	10%	·	0%	·	5%
a7 integrin act	4%	-23%	6%	6%	-25%
TRPV1 agonist	0	-4	19	-7	1
ELG1 repair inh	2%	-16%	5%	6%	7%
TCR act	6%	·	0%	-1%	2%

Records 1 to 3 from above:
1	COc1ccc(/C=N/n2cnc3c(sc(=S)n3-c3ccccc3)c2=O)cc1
2	CC(=O)NCc1ccc(-c2csc(NC(=O)CCCc3nc4ccccc4c(=O)[nH]3)n2)cc1
3	Cc1cccc(N2CC(=O)N(c3cccc(C)c3)CC2=O)c1
Assay by compound	1	2	3
PTAP TSG101 blk	1%	-4%	-4%
AT treatment	11%	0%	-1%
p53 reactivator	-1%	24%	1%
B2AR arrestin	0.4%	-0.1%	0.8%
BRCA1 expr act	-16%	-10%	1%
MLL CXXC-DNA inh	10%	·	0%
a7 integrin act	4%	-23%	6%
TRPV1 agonist	0	-4	19
ELG1 repair inh	2%	-16%	5%
TCR act	6%	·	0%

More results.
6	COc1ccc(-c2[nH]ncc2CN(C)Cc2cccnc2)c(F)c1
7	O=C(CCc1ccccc1)Nc1cccc([N+](=O)[O-])c1
8	CCCc1cc(=O)[nH]c(SCC(=O)NCCC2=CCCCC2)n1
9	Nc1[nH]nc2nc(NCc3ccccc3)c3c(c12)CCN(Cc1ccccc1)C3
10	O=C1OC=NC1=Cc1ccccc1
Assay by compound	6	7	8	9	10
PTAP TSG101 blk	-6%	2%	1%	-2%	3%
AT treatment	0%	7%	-9%	10%	·
p53 reactivator	-5%	9%	-2%	?	·
B2AR arrestin	-0.2%	-0.2%	0.1%	0.0%	·
BRCA1 expr act	-3%	-8%	-18%	-3%	17%
MLL CXXC-DNA inh	10%	-4%	2%	-6%	·
a7 integrin act	-3%	5%	4%	-2%	6%
TRPV1 agonist	0	?	0	-1	·
ELG1 repair inh	-14%	-19%	0%	?	·
TCR act	-2%	·	-6%	2%	-1%

11	CC1(CO)COC(c2ccccc2)=N1 (configuration not stated)
12	COc1ccc([C@@H]2C[C@H](c3ccccc3)Oc3cc(C)cc(C)c32)cc1
13	O=[N+]([O-])c1cccc(CNc2ccc3c(c2)CCC3)c1
14	C/C(=N\NC(=O)c1cc2ccccc2cc1O)c1ccccn1
15	O=C(CC(=O)N/N=C\c1ccc(F)cc1)NCCc1ccccc1
Assay by compound	11	12	13	14	15
PTAP TSG101 blk	-12%	·	-1%	5%	1%
AT treatment	-1%	-18%	3%	-3%	-1%[11.5 µM]
p53 reactivator	2%	5%	?	?	-2%
B2AR arrestin	-0.4%	-0.1%	-1.0%	0.3%	0.4%
BRCA1 expr act	2%	0%	-7%	0%	-18%
MLL CXXC-DNA inh	1%	6%	-1%	-4%	-2%
a7 integrin act	2%	-10%	-27%	0%	36%
TRPV1 agonist	0	4	-1	1	-2
ELG1 repair inh	0%	-2%	24%	?	-19%
TCR act	0%	-3%	3%[46.1 µM]	8%	0%

16	CC(C)(C)C1CCC(=NNC(=O)c2ccco2)CC1 (configuration not stated)
17	COc1cc(/C=C/C(=O)N2CCOCC2)ccc1OCc1ccccc1
18	COc1ccccc1-c1cc(C(F)(F)F)nc(N2CCCC2)n1
19	Cc1cc(=O)n2nc(N3CCC(C(=O)NC(C)c4ccccc4)CC3)sc2n1 (configuration not stated)
20	CCn1cc(C(=O)N[C@@H](C)C(=O)NCCCn2ccnc2)c(=O)c2cc3c(cc21)OCO3
Assay by compound	16	17	18	19	20
PTAP TSG101 blk	-2%	-1%	1%	-10%	-3%
AT treatment	2%	-1%	4%	1%	3%
p53 reactivator	8%	13%	12%	2%	-1%
B2AR arrestin	0.4%	-0.5%	-1.1%	0.1%	-0.4%
BRCA1 expr act	71%	-22%	-32%	-4%	7%
MLL CXXC-DNA inh	7%	-3%	0%	-1%	12%
a7 integrin act	-3%	-16%	-1%	-8%	18%
TRPV1 agonist	-1	?	3	3	0
ELG1 repair inh	?	?	17%	-7%	8%
TCR act	2%	5%[46.1 µM]	3%	·	-6%

21	CC1CC(=O)Nc2ccccc2N1C(=O)CSc1nnnn1C (configuration not stated)
22	Cc1cccc(OCC(=O)Nc2ccc(N3CCCC3)cc2)c1C
23	C=CCNC(=S)N1CCN(c2ccccc2Cl)CC1
24	COC(=O)c1ccc(COC(=O)c2ccccc2OC)cc1
25	CCCSc1nnc(NC(=O)c2nc(SC)ncc2Cl)s1
Assay by compound	21	22	23	24	25
PTAP TSG101 blk	-1%	-2%	0%	0%	·
AT treatment	-2%	-3%	17%	-1%	·
p53 reactivator	9%	0%	-2%	22µM*	-4%
B2AR arrestin	-2.0%	-0.9%	0.5%	0.5%	-1.0%
BRCA1 expr act	5%	-8%	-4%	-5%	0%
MLL CXXC-DNA inh	·	42%[activator]	-3%	-11%	-28%
a7 integrin act	20%	6%	-2%	3%	-9%
TRPV1 agonist	·	0	23	2	-2
ELG1 repair inh	6%	-5%	-11%	?	15%
TCR act	-2%	·	-2%	4%[46.1 µM]	·

26	COCCN(CCOC)S(=O)(=O)c1ccc(C(=O)Nc2nnc(C3CC3)o2)cc1
27	CCOC(=O)c1c(NC(=O)CCC(=O)N(CC)CC)sc2c1CC(C)(C)OC2
28	COC(=O)c1ccc(COc2ccc(NC(C)=O)cc2)o1
29	Cc1ccc(NC(=O)CSCC(=O)Nc2sccc2C#N)cc1
30	CCOc1cc(/C=C\c2[nH]c(=O)[nH]c(=O)c2[N+](=O)[O-])ccc1OC(C)CC (configuration not stated)
Assay by compound	26	27	28	29	30
PTAP TSG101 blk	-3%	-5%	-3%	1%	-2%
AT treatment	5%	8%	1%	8%	-1%
p53 reactivator	3%	-3%	1%	12%	-18%
B2AR arrestin	-0.9%	0.4%	-0.2%	-0.1%	-0.1%
BRCA1 expr act	-18%	2%	40%	-25%	-62%
MLL CXXC-DNA inh	-7%	11%	6%	·	?
a7 integrin act	-29%	8%	35%	-2%	22%
TRPV1 agonist	-3	12	2	8	-4
ELG1 repair inh	7%	?	14%	24%	?
TCR act	0%	5%	-1%	1%	-4%

31	Fc1ccc(Oc2cc(N3CCOCC3)nc(-c3ccccc3)n2)c(F)c1
32	Cc1cccc(-c2cc(C(=O)Nc3cccnc3)c3ccccc3n2)c1
33	O=C(NC(Cc1c[nH]c2ccccc12)C(=O)O)/C(=C\c1ccc2c(c1)OCO2)NC(=O)c1ccccc1 (configuration not stated)
34	CCCCN(C(=O)Cn1nnc2ccccc21)C(C(=O)NCCOC)c1ccc(OC)cc1OC (configuration not stated)
35	CC1CCN(c2ccc3nnc(CCC(=O)N4CCCCC4)n3n2)CC1
Assay by compound	31	32	33	34	35
PTAP TSG101 blk	-6%	1%	-3%	-6%	?
AT treatment	-5%	4%	-7%	-1%	-11%
p53 reactivator	3%	-26%	1%	-3%	-11%
B2AR arrestin	-0.4%	0.0%	-0.7%	0.1%	-0.1%
BRCA1 expr act	-33%	-44%	0%	-10%	-2%
MLL CXXC-DNA inh	23%	-2%	-4%	3%	3%
a7 integrin act	-6%	14%	?	-26%	0%
TRPV1 agonist	?	18	3	-1	3
ELG1 repair inh	-24%	?	17%	0%	-3%
TCR act	-2%	-1%	-5%	7%	4%

36	O=S(=O)(Nc1ccc(OC(F)F)cc1)c1ccc(-c2ccon2)s1
37	CCCC(=O)Nc1ccc(C(=O)Nc2cccc(OC)c2)cc1
38	COc1ccccc1N1CCN(C2CCCN(C(=O)c3ccccn3)C2)CC1 (configuration not stated)
39	COCCCn1c(C(C)C)nc2oc3cc(OC)ccc3c(=O)c2c1=O
Assay by compound	36	37	38	39
PTAP TSG101 blk	-8%	-4%	-3%	-6%
AT treatment	-1%	18%	3%	8%
p53 reactivator	-3%	-7%	-9%	1%
B2AR arrestin	-0.1%	-0.6%	0.3%	0.5%
BRCA1 expr act	-14%	42%	-28%	-12%
MLL CXXC-DNA inh	5%	2%	10%	-5%
a7 integrin act	25%	16%	10%	6%
TRPV1 agonist	1	22	5	1
ELG1 repair inh	-2%	?	0%	-4%
TCR act	-5%	1%[46.1 µM]	-5%	-5%
